Bioassay records (PubChem BioAssay)
FLuc act counter = firefly luciferase counter-screen for stimulation assays; P08659; ATPlite luciferase biochemical, luminescence, 10 min; 0 = ATP-free wells, 1 = DMSO control; activation factor at 10 µM; 200,000 tested, under 10 active; AID 1027;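 active = luciferase activation factor, scaled between plate controls, of at least 2 with compound at 10 µM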
Target sequence (P08659 whole entry, looked up): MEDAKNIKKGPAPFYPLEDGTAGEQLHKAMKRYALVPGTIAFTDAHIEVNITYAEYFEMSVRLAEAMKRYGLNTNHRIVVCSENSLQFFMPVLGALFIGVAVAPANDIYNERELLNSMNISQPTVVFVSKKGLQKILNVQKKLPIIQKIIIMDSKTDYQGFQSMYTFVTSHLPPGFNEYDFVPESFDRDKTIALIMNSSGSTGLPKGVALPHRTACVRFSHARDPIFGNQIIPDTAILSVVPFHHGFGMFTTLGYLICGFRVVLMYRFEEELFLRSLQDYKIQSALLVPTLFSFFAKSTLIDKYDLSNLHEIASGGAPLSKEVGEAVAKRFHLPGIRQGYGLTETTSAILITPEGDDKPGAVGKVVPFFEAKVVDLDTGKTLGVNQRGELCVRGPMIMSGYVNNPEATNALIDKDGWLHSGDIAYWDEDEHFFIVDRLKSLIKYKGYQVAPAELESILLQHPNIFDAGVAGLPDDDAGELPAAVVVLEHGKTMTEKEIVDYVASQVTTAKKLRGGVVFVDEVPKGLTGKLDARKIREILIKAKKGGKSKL
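Material: Luciferase/luciferin reagent mix; Doses: test compounds dosed from 2 mM stocks in 100% DMSO; Schedule: 10 min incubation after luciferase reagent addition, room temperature; Measured by: luminescence from luciferase reaction; Read-out: luminescence gain marking luciferase activators.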
FLuc inhib CS = inhibits firefly luciferase, flagging false hits in luciferase inhibition screens; 1.5% of 200,000 active; inhibition, % at 10 µM; ATPLite firefly luciferase biochemical luminescence, 10 min; P08659;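 active = inhibition above about 50% when tested at 10 µM, limit read from the data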
HMGR II inh = inhibitors of class II HMG-CoA reductase from Enterococcus faecalis | purified E. faecalis HMGR, NADPH absorbance 340 nm kinetic | inhibition, % at 10 µM | 0.41% of 190,000 active | AID 1066;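 active = inhibition above a set limit, the median over all tested compounds plus 3 SD, cut at about 9.5% in these data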;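 note: enzyme runs in reverse so mevalonate oxidation gives rising NADPH absorbance; 0% = complete reaction with DMSO and 100% = background rate lacking mevalonate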
G6PDH CS = inhibits Leuconostoc G6PDH, flagging false hits in G6PDH-based assays; Purified L. mesenteroides G6PDH, diaphorase/resazurin coupled fluorescence, 45 min; inhibition, % at 5 µM; 0.12% of 200,000 active; AID 1020; in the data active = inhibition above about 50%
APP transl inh = APP translation inhibition; SH-SY5Y APP 5'UTR-luciferase reporter, luminescence; inhibition, % at 2 µM; 0.82% of 190,000 active;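 active = inhibition above a set limit, derived from the sample mean plus 3 SD, cut at about 45% in these data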; note: values of inactives mirror those of a sister screen read the other way
APP 5'UTR act = activates APP 5'UTR luciferase reporter | SH-SY5Y APP 5'UTR luciferase reporter, luminescence; zero percent = DMSO vehicle wells | activation, % at 2 µM | 1% of 190,000 active;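 active = activation above a set limit, based on mean plus 3 SD of controls, cut at about 140% in these data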; note: values of inactives mirror those of a sister screen read the other way
NF-kB neuron act = raises NF-kB expression in human neuronal cells; NF-kB reporter expression; active compounds read high; fold change at 12.5 µM; 1.6% of 190,000 active; AID 1239; in the data active = fold change above about 3.3
Hsp70 act = switches on Hsp70 transcription | HeLa Hsp70 promoter luciferase reporter, luminescence; scaled: vehicle 0, proteasome-inhibitor control 100% | activation, % at 10 µM | 0.04% of 200,000 active;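 active = activation above the mean across all tested compounds plus 3 SD, cutoff set per campaign, cut at about 5.5% in these data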;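 note: 100% = MG132 at 30 µM as the positive control and 0% = DMSO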
STAT1 activator = increases IFN-gamma driven STAT1 reporter signal. NIH 3T3 STAT1-luciferase reporter, luminescence; 100% = IFN-gamma alone, no compound. activation (% of control), % at 5.5 µM. 2.6% of 200,000 active. AID 932;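 active = activation above the screen-wide mean activation plus 3 SD, cut at about 130% in these data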;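 note: raw ratio to IFN-gamma control signal so 100% means no change and 0% no light; values of inactives mirror those of a sister screen read the other way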
DTT redox prof = compounds producing H2O2 with reducing agent – biochemical, NIH compound library profiling, artefact control for MLSCN library redox annotation, primary screen; AID 878; activation, % at 10 µM; DTT-dependent redox cycling H2O2, phenol red/HRP absorbance; 100% = 100 µM peroxide control, 0% = buffer; 0.03% of 200,000 active;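 active = activation of at least 50% relative to the plate's high and low controls in the primary single-dose screen; inactive = activation below 50%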;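 note: compound incubated with DTT at 0.8 mM final as the reducing agent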
Starred values were filed as active, the others as inactive.

COC(=O)c1ccc(NC(=S)Nc2ccc3ccccc3c2)cc1 was read as FLuc act counter 1.1, FLuc inhib CS -8, HMGR II inh -4, G6PDH CS -30, APP transl inh 0, APP 5'UTR act 0, NF-kB neuron act 1.5, Hsp70 act -0.1, STAT1 activator 110 and DTT redox prof 2.5.
For Cc1ccc(NC(=O)COC(=O)/C=C/c2ccc(Br)o2)cc1S(=O)(=O)N(C)C the results were FLuc act counter 1, FLuc inhib CS -2, HMGR II inh -4, G6PDH CS 0, APP transl inh 13, APP 5'UTR act -13, NF-kB neuron act 1.1, Hsp70 act -0.1, STAT1 activator 103 and DTT redox prof -0.6.
For CCN(C(=O)COc1ccc(C)nc1[N+](=O)[O-])C1CCS(=O)(=O)C1 (stereo unspecified) the results were FLuc act counter 1.1, FLuc inhib CS -7, HMGR II inh 2, G6PDH CS -1, APP transl inh 5, APP 5'UTR act -5, NF-kB neuron act 1.1, Hsp70 act -0.4 and STAT1 activator 104.
For CC(C)OC(=O)CSc1nnc(-c2ccc(O)cc2)n1Cc1ccccc1 the results were FLuc act counter 1, FLuc inhib CS -2, HMGR II inh -1, G6PDH CS -3, APP transl inh 1, APP 5'UTR act -1, NF-kB neuron act 1.3, Hsp70 act 0.0, STAT1 activator 96 and DTT redox prof 0.6.
COc1ccnc(Oc2ccccc2)c1C(N)=O was read as FLuc act counter 1, FLuc inhib CS 2, HMGR II inh -2, G6PDH CS 18, APP transl inh 2, APP 5'UTR act -2, NF-kB neuron act 1, Hsp70 act -0.1, STAT1 activator 103 and DTT redox prof -0.9.
`C/C=C/c1ccc(OCC(O)CN2CCCCC2CC)c(OC)c1` (stereo unspecified) gave FLuc act counter 1, FLuc inhib CS -4, HMGR II inh 3, G6PDH CS -6, APP transl inh 10, APP 5'UTR act -10, NF-kB neuron act 0.95, Hsp70 act -0.2, STAT1 activator 103 and DTT redox prof 0.9.
`CC12CN3CC(C)(CN(C1)C3c1ccc(Br)cc1)C2` (stereo unspecified) gave FLuc act counter 1, FLuc inhib CS -4, HMGR II inh -1, G6PDH CS 10, APP transl inh -6, APP 5'UTR act 6, NF-kB neuron act 0.95, Hsp70 act -0.1, STAT1 activator 97 and DTT redox prof 2.8.
COc1ccc(Nc2nc(=O)[nH]nc2C)cc1 was read as FLuc act counter 1, FLuc inhib CS 2, HMGR II inh -5, G6PDH CS 18, APP transl inh 5, APP 5'UTR act -5, NF-kB neuron act 1, Hsp70 act -0.1, STAT1 activator 101 and DTT redox prof 0.7.
Screening CCCN1C(=O)C2(/C(=C(\O)c3ccc4c(c3)OCCO4)C(=O)C(=O)N2CCCOC)c2ccccc21 (stereo unspecified) returned FLuc act counter 1, FLuc inhib CS -3, HMGR II inh 0, G6PDH CS 3, APP transl inh 0, APP 5'UTR act 0, NF-kB neuron act 1.1, Hsp70 act -0.4, STAT1 activator 95 and DTT redox prof 2.0.
`Cc1cc(C)cc(NC(=S)N2CCC(N(C)CC3CCCO3)CC2)c1` (stereo unspecified) gave FLuc act counter 1.1, FLuc inhib CS -5, HMGR II inh 1, G6PDH CS 1, APP transl inh -9, APP 5'UTR act 9, NF-kB neuron act 1, Hsp70 act 0.0, STAT1 activator 98 and DTT redox prof -0.4.
Screening NC(=O)Cc1cn(-c2ncc(C(F)(F)F)cc2Cl)c2ccccc12 returned FLuc act counter 1, FLuc inhib CS -4, HMGR II inh -2, G6PDH CS -2, NF-kB neuron act 1.1, Hsp70 act -0.1, STAT1 activator 99 and DTT redox prof 0.4.
`CCOc1ccc(N(CC(=O)N2CCCC2)S(=O)(=O)c2c(C)noc2C)cc1` gave FLuc act counter 1, FLuc inhib CS -1, HMGR II inh 1, G6PDH CS 5, APP transl inh -15, APP 5'UTR act 15, NF-kB neuron act 1.2, Hsp70 act 0.0, STAT1 activator 101 and DTT redox prof -1.1.
Screening CCOc1ccc(CCNC(=O)c2cc3sc(Cl)cc3n2C)cc1OCC returned FLuc act counter 1, FLuc inhib CS -4, HMGR II inh -2, G6PDH CS 0, APP transl inh 2, APP 5'UTR act -2, NF-kB neuron act 1.4, Hsp70 act 0.1, STAT1 activator 102 and DTT redox prof 0.1.
For COc1cc(NC(=O)c2cc(-c3ccco3)on2)c(OC)cc1Cl the results were FLuc act counter 1, FLuc inhib CS 2, HMGR II inh -3, G6PDH CS 13, APP transl inh 10, APP 5'UTR act -10, NF-kB neuron act 1.4, Hsp70 act -0.3, STAT1 activator 104 and DTT redox prof -2.8.
Screening Cc1cccc(C)c1NC(=O)COc1ccccc1C(=O)Nc1ccc(Br)cn1 returned FLuc act counter 1, FLuc inhib CS -4, HMGR II inh -2, G6PDH CS 2, APP transl inh 21, APP 5'UTR act -21, NF-kB neuron act 1, Hsp70 act 0.1, STAT1 activator 102 and DTT redox prof 0.3.
CCc1nc2ccccc2n1CC(C)C(=O)O (stereo unspecified) was read as FLuc act counter 1, FLuc inhib CS 0, HMGR II inh -4, G6PDH CS -6, APP transl inh 13, APP 5'UTR act -13, NF-kB neuron act 1.1, Hsp70 act -0.2, STAT1 activator 104 and DTT redox prof 0.0.
Screening Fc1ccc(-c2cc(C(F)(F)F)nc(N3CCCCC3)n2)cc1 returned FLuc act counter 1, FLuc inhib CS 0, HMGR II inh -7, G6PDH CS 4, APP transl inh -2, APP 5'UTR act 2, NF-kB neuron act 1, Hsp70 act -0.4, STAT1 activator 96 and DTT redox prof -2.8.
O=C(Nc1ccccc1)Nc1nnc(-c2ccccc2)o1 was read as FLuc act counter 1, FLuc inhib CS 1, HMGR II inh 4, G6PDH CS 10, APP transl inh -11, APP 5'UTR act 11, NF-kB neuron act 0.97, Hsp70 act -0.3, STAT1 activator 107 and DTT redox prof -8.3.
Screening CN1c2ccccc2Oc2nnc(Cl)cc21 returned FLuc act counter 1, FLuc inhib CS -1, HMGR II inh -8, G6PDH CS 8, APP transl inh 18, APP 5'UTR act -18, NF-kB neuron act 1.4, Hsp70 act -0.5, STAT1 activator 99 and DTT redox prof -1.8.
For Cc1cc(F)ccc1S(=O)(=O)Nc1ccccc1C(=O)Nc1ccc2[nH]c(=O)[nH]c2c1 the results were FLuc act counter 1.1, FLuc inhib CS -7, HMGR II inh -2, G6PDH CS -14, APP transl inh 8, APP 5'UTR act -8, NF-kB neuron act 1.1, Hsp70 act -0.1, STAT1 activator 104 and DTT redox prof -2.2.
For CCCC(=O)Nc1sc(C)c(C)c1C(=O)Nc1cccc(C)c1 the results were FLuc act counter 1, FLuc inhib CS -1, HMGR II inh -3, G6PDH CS 2, APP transl inh 16, APP 5'UTR act -16, NF-kB neuron act 1.6, Hsp70 act 0.0, STAT1 activator 98 and DTT redox prof 1.1.
For CCOC(=O)CN1C(=O)Nc2ccc(Br)cc2C1c1ccccc1 (stereo unspecified) the results were FLuc act counter 1, FLuc inhib CS -4, HMGR II inh 2, G6PDH CS 4, APP transl inh 12, APP 5'UTR act -12, NF-kB neuron act 1.1, Hsp70 act 0.0, STAT1 activator 99 and DTT redox prof 2.2.
`Cc1cccc(-n2c(N)cc(=O)nc2SCC(=O)Nc2nnc(C)s2)c1` gave FLuc act counter 1.1, FLuc inhib CS -7, HMGR II inh 2, G6PDH CS 5, APP transl inh -5, APP 5'UTR act 5, NF-kB neuron act 1, Hsp70 act -0.4, STAT1 activator 108 and DTT redox prof 0.1.
Screening CC12CCC(C/C1=N\N=C1\NC(=O)/C(=C\c3cccc(Br)c3)S1)C2(C)C (stereo unspecified) returned FLuc act counter 1, FLuc inhib CS -3, HMGR II inh 1, G6PDH CS 6, APP transl inh 11, APP 5'UTR act -11, NF-kB neuron act 1.4, Hsp70 act -0.2, STAT1 activator 96 and DTT redox prof 0.3.
For Nc1nc(CSc2ncn(-c3ccccc3)n2)cs1 the results were FLuc act counter 0.8, FLuc inhib CS 16, HMGR II inh 1, G6PDH CS -4, APP transl inh -107, APP 5'UTR act 107, NF-kB neuron act 2.8, Hsp70 act 0.2, STAT1 activator 132* and DTT redox prof 3.3.
Cn1cc(SCC(=O)O)c2ccccc21 was read as FLuc act counter 1, FLuc inhib CS -4, HMGR II inh -1, G6PDH CS -4, APP transl inh -11, APP 5'UTR act 11, NF-kB neuron act 0.76, Hsp70 act -0.1, STAT1 activator 95 and DTT redox prof 0.9.
Screening CC(CCc1ccccc1)NC(=O)COC(=O)c1cccs1 (stereo unspecified) returned FLuc act counter 1.1, FLuc inhib CS -5, HMGR II inh 0, G6PDH CS 16, APP transl inh -6, APP 5'UTR act 6, NF-kB neuron act 2.4, Hsp70 act 0.0, STAT1 activator 102 and DTT redox prof -0.3.
For CC(CCc1ccccc1)NC(=O)c1ccc(Br)o1 (stereo unspecified) the results were FLuc act counter 0.9, FLuc inhib CS 5, HMGR II inh 5, G6PDH CS 35, APP transl inh -15, APP 5'UTR act 15, NF-kB neuron act 1.2, Hsp70 act -0.2, STAT1 activator 97 and DTT redox prof -3.6.
`CCCCN(C(=O)c1cnc2n(c1=O)CCS2)c1ccccc1` gave FLuc act counter 1.1, FLuc inhib CS -6, HMGR II inh -4, G6PDH CS -2, APP transl inh 7, APP 5'UTR act -7, NF-kB neuron act 1.1, Hsp70 act -0.1, STAT1 activator 98 and DTT redox prof -0.7.
O=C1CC(Sc2nnnn2-c2ccccc2)C(=O)N1c1cccc(Cl)c1 (stereo unspecified) was read as FLuc act counter 0.9, FLuc inhib CS 14, HMGR II inh 1, G6PDH CS 1, APP transl inh 13, APP 5'UTR act -13, NF-kB neuron act 1.2, Hsp70 act -0.4, STAT1 activator 92 and DTT redox prof 0.8.
Screening CCS(=O)(=O)N1CCC(C(=O)Nc2cccc(C(C)=O)c2)CC1 returned FLuc act counter 1, FLuc inhib CS -1, HMGR II inh 2, G6PDH CS -8, APP transl inh -10, APP 5'UTR act 10, NF-kB neuron act 1.1, Hsp70 act -0.4, STAT1 activator 96 and DTT redox prof -0.8.
Screening CCOc1ccc(NC(=S)NNc2ccnc3cc(Cl)ccc23)cc1 returned FLuc act counter 1.1, FLuc inhib CS -5, HMGR II inh -5, G6PDH CS -7, APP transl inh 18, APP 5'UTR act -18, NF-kB neuron act 1.1, Hsp70 act -0.5, STAT1 activator 90 and DTT redox prof -1.6.

Entries above that have fluorine, in the order listed:
Screening NC(=O)Cc1cn(-c2ncc(C(F)(F)F)cc2Cl)c2ccccc12 returned FLuc act counter 1, FLuc inhib CS -4, HMGR II inh -2, G6PDH CS -2, NF-kB neuron act 1.1, Hsp70 act -0.1, STAT1 activator 99 and DTT redox prof 0.4.
Screening Fc1ccc(-c2cc(C(F)(F)F)nc(N3CCCCC3)n2)cc1 returned FLuc act counter 1, FLuc inhib CS 0, HMGR II inh -7, G6PDH CS 4, APP transl inh -2, APP 5'UTR act 2, NF-kB neuron act 1, Hsp70 act -0.4, STAT1 activator 96 and DTT redox prof -2.8.
For Cc1cc(F)ccc1S(=O)(=O)Nc1ccccc1C(=O)Nc1ccc2[nH]c(=O)[nH]c2c1 the results were FLuc act counter 1.1, FLuc inhib CS -7, HMGR II inh -2, G6PDH CS -14, APP transl inh 8, APP 5'UTR act -8, NF-kB neuron act 1.1, Hsp70 act -0.1, STAT1 activator 104 and DTT redox prof -2.2.
